Jurkat tox 60K: cytotoxicity toward Jurkat T cells, primary screen, cytotoxicity control, cell-based, Jurkat E6.1, 60K MLSMR library; Jurkat E6.1 viability, ATP luminescence, 48 h; inhibition, % at 4 µM; actives 1.2% (n = 56,000); AID 463, 2006;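 active means inhibition above the mean inhibition of all tested compounds plus 3 SD, cut at about 28% in these data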
S1P1 ag-PAM: S1P1 agonists and agonism potentiators, primary screen, cell-based, primary and confirmation screens, CRE-bla reporter | Sphingosine 1-phosphate receptor 1 (Homo sapiens), P21453 | S1P1 CRE-bla cells, forskolin, beta-lactamase FRET, potentiator mode; S1P1 agonist co-added at EC20, 2 nM; 100% = saturating reference agonist, 0% = basal | activation, % at 9.5 µM | actives 0.57% (n = 56,000) | AID 449, 2006;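 active means activation above a cutoff set at the mean activation of all tested compounds plus 3 SD, cut at about 54% in these data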;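 further: forskolin at 4 µM as EC80 and the EC20 agonist is SEW2871; 100% = SEW2871 at its EC100 plus forskolin at EC80; some compounds past the cut are filed as inactive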
D1 mod: D1 CRE-luciferase signal change, two-sided – cell-based, HEK293 D1, dopamine EC30, D1 allosteric modulator project, primary screen; D(1A) dopamine receptor (Homo sapiens), P21728; dopamine EC30 potentiation; actives deviate in either direction; B-score at 10 µM; actives 5.9% (n = 58,000);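 active means luminescence count or its row- and column-corrected plate score outside the 99.7% band of the plate's sample wells, on either side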
Target sequence (P21728 whole entry, looked up): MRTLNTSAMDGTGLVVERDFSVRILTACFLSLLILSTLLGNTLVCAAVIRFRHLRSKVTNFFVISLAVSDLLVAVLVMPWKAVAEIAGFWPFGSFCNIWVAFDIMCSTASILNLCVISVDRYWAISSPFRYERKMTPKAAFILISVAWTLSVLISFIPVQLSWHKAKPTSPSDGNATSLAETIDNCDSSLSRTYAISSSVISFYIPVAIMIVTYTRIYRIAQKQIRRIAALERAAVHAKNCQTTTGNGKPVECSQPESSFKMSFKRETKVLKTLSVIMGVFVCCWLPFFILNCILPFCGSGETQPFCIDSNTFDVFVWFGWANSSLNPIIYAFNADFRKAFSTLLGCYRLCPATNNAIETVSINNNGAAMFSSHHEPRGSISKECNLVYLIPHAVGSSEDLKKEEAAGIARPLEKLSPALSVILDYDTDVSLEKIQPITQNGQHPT
S1P3 ag: human S1P3 receptor agonists, primary screen, cell-based, primary and confirmation, NFAT-BLA reporter | S1P3 NFAT-BLA reporter cells, agonism, FRET ratio; relative to 1 µM S1P, basal subtracted | activation, % at 4.5 µM | actives 0.1% (n = 60,000);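 active means activation above the screen-wide mean plus 3 SD, cut at about 4.5% in these data, passing the limit was not always enough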; further: some compounds called inactive have numbers as strong as hits
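Benchmarks: high control 1 µM S1P / System: stable CHO line with human S1P3, Gα16, NFAT-BLA reporter / Dosing: single compound concentration, 4.5 µM final / Timing: 4 h compound at 37 °C, 2 h substrate at RT / Measured by: FRET β-lactamase substrate fluorescence, excitation 405 nm, 460/535 nm emission ratio, background-subtracted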
HEK293 NFkB inh: inhibitors of PMA/ionomycin-induced NF-kB reporter, primary screen, antigen receptor NF-kB inhibitor project, cell-based, HEK-293 luciferase reporter, luminescence. HEK-293 NF-kB luciferase reporter. inhibition, % at 3 µM. actives 0.21% (n = 62,000);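 active means inhibition above the mean of all tested compounds plus 3 SD, cut at about 40% in these data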;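 further: 0% = stimulated DMSO wells and 100% = 10 µM reference inhibitor 5653914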
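System: NF-kB luciferase reporter HEK-293 cells | Replication: Single test | Control set: DMSO vs reference inhibitor | Evaluation: % inhibition | Schedule: 1 h pretreatment, 16 h stimulation, 37 °C | Probe or stimulus: PMA with ionomycin | Compound dosing: One dose, 3 µM | Detection: Luciferase luminescence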
E coli RNAP: E. coli RNAP inhibitors, biochemical; DNA-directed RNA polymerase subunit beta (Escherichia coli (strain K12)), P0A8V2; E. coli RNA polymerase, fluorescence transcription assay; inhibition, %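 (tested at 10 µM)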; actives 0.2% (n = 62,000); in the data active means inhibition above about 20%;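 further: 0% = enzyme without compound and 100% = no enzyme blank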
M1 ag: M1 muscarinic receptor agonists, primary screen, CHO-M1 cells, Fluo-4 calcium, agonist mode | B-score at 10 µM | actives 3% (n = 64,000) | Fluo-4 calcium fluorescence; stronger effect = higher value;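 active means fluorescence rise, raw or as B-score row- and column-corrected plate score, outside the 99.7% band of its plate's samples, either direction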
M1 antagonist: antagonists of rat M1 muscarinic receptor. actives 3.4% (n = 64,000). CHO-M1 cells, Fluo-4 calcium, ACh EC80 antagonist mode; stronger effect = lower value. B-score at 10 µM. AID 628, 2007;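 active means calcium fluorescence response, raw or row-and-column corrected B-score, differing from the plate sample mean either way at a set confidence level, mostly lower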
TNAP act mid DEA: human TNAP enzyme activators, primary screen, biochemical, luminescent, intermediate phosphate acceptor level; Alkaline phosphatase, tissue-nonspecific isozyme (Homo sapiens), P05186; 64,000 tested, under 10 active; activation factor at 20 µM; purified TNAP, CDP-star luminescence, 100 mM DEA, 30 min; stronger effect = higher value; scale: 0 levamisole-inhibited, 1 vehicle-only enzyme;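 active means activation factor of at least 2 at 20 µM, relative to controls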
Target sequence (P05186 whole entry, looked up): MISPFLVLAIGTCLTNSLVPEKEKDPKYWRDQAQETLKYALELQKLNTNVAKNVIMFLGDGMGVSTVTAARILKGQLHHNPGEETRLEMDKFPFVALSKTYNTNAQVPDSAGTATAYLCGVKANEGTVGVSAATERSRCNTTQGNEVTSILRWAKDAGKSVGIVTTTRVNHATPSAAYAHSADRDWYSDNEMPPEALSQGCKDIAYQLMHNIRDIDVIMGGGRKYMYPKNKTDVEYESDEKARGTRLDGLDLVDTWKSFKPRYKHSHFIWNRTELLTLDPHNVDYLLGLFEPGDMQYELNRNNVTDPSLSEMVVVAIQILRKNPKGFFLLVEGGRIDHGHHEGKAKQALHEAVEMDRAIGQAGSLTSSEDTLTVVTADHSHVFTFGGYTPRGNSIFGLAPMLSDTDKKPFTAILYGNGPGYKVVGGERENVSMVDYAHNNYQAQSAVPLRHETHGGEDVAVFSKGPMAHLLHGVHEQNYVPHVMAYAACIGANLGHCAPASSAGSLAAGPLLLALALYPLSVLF
* = called active by the depositor; / = not tested or not shown.

SMILES	Jurkat tox 60K	S1P1 ag-PAM	D1 mod	S1P3 ag	HEK293 NFkB inh	E coli RNAP	M1 ag	M1 antagonist	TNAP act mid DEA
Cc1ccc(S(=O)(=O)NCCC(=O)NCc2ccc3c(c2)OCO3)cc1C	1.7	33.0	1.29	1.0	4.4	4.1	-0.491	-0.613	1
O=C(CSc1nnc(-c2ccccc2)o1)c1nnc(-c2ccccc2)o1	-6.3	9.6	0.0899	-0.6	10.5	6.3	1.53	-0.207	0.7
Cc1cccc(C)c1NC(=O)C1(N2CCN(C(=O)c3ccco3)CC2)CCCCC1	5.0	1.3	-0.584	-0.4	21.3	6.7	-0.162	-0.087	0.9
CN(C)c1ccc(NC(=O)Nc2cccc(Cl)c2)cc1	2.0	25.4	/	-1.3	-28.0	16.0	0.185	-1.77	0.8
Cc1nc(NC(=O)C2CC3CCCC(C2)C3=O)sc1C (configuration not stated)	0.9	/	0.0347	-1.4	10.3	-9.2	0.206	0.325	0.9
COc1ccccc1OCCCn1c(=O)oc2ccc(C)cc21	-7.8	10.5	-0.309	0.7	9.7	4.0	1.12	-0.0195	0.8
NC(=O)c1nc(C2CCCCC2)nc2c1[nH]c(=O)n2-c1ccc(F)cc1	-1.8	-16.4	1.49	0.5	8.3	2.9	-0.673	0.904	1
O=c1[nH]nnc2sc3c(c12)CCCC3	/	/	4.37	/	9.5	-4.0	0	0.499	0.9
O=C(CCN1CCCCC1)NCC1OCCc2ccccc21 (configuration not stated)	6.4	1.7	-0.924	-0.7	20.3	8.7	0.252	-0.314	0.9
Cc1nc(S(=O)(=O)N2CCOCC2)c(C#N)c(C)c1Cl	-5.8	-6.7	-1.13	0.5	29.7	5.2	-0.0697	0.309	1
CCOc1ccc(C(=O)Nc2cc(C)on2)cc1OCC	-0.4	5.0	1.97	-0.9	1.1	10.4	0.0781	0.276	0.8
CCCCc1c(O)nc(N2CCN(Cc3ccccc3)CC2)[nH]c1=O	1.4	-5.5	-1.06	0.0	15.1	42.6*	0.573	-0.679	0.9
CC(=O)Nc1ccc(S(=O)(=O)NCCSCc2ccco2)cc1	-3.1	/	0.0313	-1.1	9.1	-7.3	-0.0406	0.267	0.9
O=P(O)(CCCP(=O)(O)CCc1ccccc1)CCc1ccccc1	-10.0	-4.0	0.155	-0.9	8.3	6.8	-0.518	0.339	1
CCCn1c(SCC(=O)c2ccc3c(c2)OCCO3)nc2c1c(=O)n(C)c(=O)n2C	4.0	-12.5	1.19	-0.8	8.8	1.3	-0.195	-0.134	0.9
Cc1sc2ncnc(Sc3nnnn3-c3ccccc3)c2c1C	0.7	86.6*	-4.78*	-0.7	25.5	1.1	-0.979	-0.0978	0.9
CCN(CC)CCN1C(=O)c2oc3ccccc3c(=O)c2C1c1ccccc1 (configuration not stated)	2.1	-24.2	-0.449	-0.1	13.2	8.9	0.936	-0.0913	1.1
CC(O)CSc1nc2c(c(=O)n(C)c(=O)n2C)n1CCCc1ccccc1 (configuration not stated)	-3.7	-13.3	0.187	-0.6	14.0	-7.2	0.0509	0.65	0.9
CCOC(=O)CSc1nc2ccccc2c(=O)n1C1CCCC1	-3.4	/	1.66	0.3	-10.6	8.8	1.35	-1.01	0.9
COc1cc2c(cc1OC)-c1cc(NC3CCCCCCC3)nc(=O)n1CC2	0.8	-19.8	7.6*	1.3	29.3	1.7	0.0563	0.0105	0.9

Reformatted with values under each structure: 2 of the compounds above.
Each structure is followed by: Jurkat tox 60K	S1P1 ag-PAM	D1 mod	S1P3 ag	HEK293 NFkB inh	E coli RNAP	M1 ag	M1 antagonist	TNAP act mid DEA
> CN(C)c1ccc(NC(=O)Nc2cccc(Cl)c2)cc1
 : 2.0	25.4	/	-1.3	-28.0	16.0	0.185	-1.77	0.8
> CCOC(=O)CSc1nc2ccccc2c(=O)n1C1CCCC1
 : -3.4	/	1.66	0.3	-10.6	8.8	1.35	-1.01	0.9

(further entries)
SMILES	Jurkat tox 60K	S1P1 ag-PAM	D1 mod	S1P3 ag	HEK293 NFkB inh	E coli RNAP	M1 ag	M1 antagonist	TNAP act mid DEA
COc1ccc(CCn2c(C)cc3c(c2=O)C(c2ccc4c(c2)OCO4)C(C#N)=C(N)O3)cc1OC (configuration not stated)	/	-9.9	10.8*	-3.6	/	6.3	-0.0631	-0.208	0.9
COc1ccccc1N1CCN(C(=O)C2CCC(Cn3c(=S)[nH]c4ccccc4c3=O)CC2)CC1 (configuration not stated)	-7.0	-10.1	-1.64	-0.7	24.5	5.5	-0.813	-0.00634	1
CCOC(=O)c1c(C)n(C)c2ccc(OCC(N)=O)cc12	-4.2	-10.1	1.49	-0.1	13.9	2.1	2.04	0.871	0.9
C=C(C)c1ccc(C(C)(C)NC(=O)N2CCN(C)CC2)cc1	-4.0	12.8	-0.218	-0.3	13.0	4.5	-1.63	-0.0149	1
Cc1csc(SCC(=O)c2ccc(S(=O)(=O)N3CCOCC3)cc2)n1	/	/	-0.023	/	17.4	1.9	0.339	0	0.9
Cc1ccccc1CSc1nc2c(c(=O)[nH]1)CCC2	-5.7	-13.1	-0.319	0.0	9.5	-3.9	-0.396	0.0123	0.9
O=C(Oc1ccc(OC(=O)N2CCOCC2)cc1)c1ccccc1	-1.7	1.8	0.631	0.1	8.7	10.0	-0.584	-1.32	1
CCCCC(=O)Nc1ccc2oc(-c3ccncc3)nc2c1	9.6	/	0.431	-0.4	-1.0	-5.4	2.51*	0.0979	0.9
CC(C)(C)NS(=O)(=O)c1ccc(CCC(=O)N2CCOCC2)cc1	/	/	-0.72	/	10.8	1.3	0	0.15	1
CCCN1C(=O)c2ccc(C(=O)NC3CCCCC3)cc2C1=O	-0.8	/	0.318	-0.4	3.9	3.4	0.0941	-0.0593	0.9
Cc1c(NC(=O)CSc2nncc3ccccc23)c(=O)n(-c2ccccc2)n1C	-0.6	-8.1	0.49	0.3	-1.2	/	0.425	0.29	/
CC(C)(C)OC(=O)N1CCCC1C(=O)N1CCc2ccccc21 (configuration not stated)	/	/	1.22	/	-2.8	6.4	-0.871	-0.0584	0.8
CC1(C)CC(n2c(=S)[nH]c3ccccc3c2=O)CCO1 (configuration not stated)	-4.2	-13.7	0.572	-0.9	4.0	2.9	-0.441	-1.07	1
Cc1cc2c(cc1C)NC(c1ccccn1)C1=C(CC(C)(C)CC1=O)N2 (configuration not stated)	-2.3	-10.6	-0.653	-0.7	9.6	6.8	0.07	2.52*	0.9
COc1ccc(OC)c(S(=O)(=O)NCc2cn3c(C)csc3n2)c1	0.9	-4.2	0.0288	-1.5	7.1	7.2	-0.0313	-0.121	0.9
CCOC(=O)C1=C(N)n2c(s/c(=C\c3cccs3)c2=O)=C(C(=O)OCC)C1c1cccs1 (configuration not stated)	85.6*	-3.4	4.57*	0.2	6.9	6.0	-0.144	-0.614	0.9
CN=c1sc2ccccc2n1CC(O)COc1ccccc1 (configuration not stated)	/	2.8	/	2.7	/	8.0	0.526	-0.452	0.9
O=C(Nc1ccc(-c2noc(-c3cccs3)n2)cc1)c1cccnc1	7.6	36.3	-1.58	-1.5	-50.0	2.2	0.169	-0.583	0.9
CCC(=O)OCC(=O)c1c(N)n(Cc2ccccc2)c(=O)n(C)c1=O	7.5	-5.4	-0.239	-0.8	4.9	/	-0.289	0.644	1
COc1ccc(NC(=O)C2Cc3ccccc3CN2C(=O)c2ccccc2)cn1 (configuration not stated)	-1.9	9.1	-0.283	0.6	0.1	5.2	16.4*	-0.622	1
CCOc1ccccc1N1CCN(C(=O)c2cc[n+]([O-])cc2)CC1	2.8	-2.4	-0.67	0.3	5.5	4.4	0.737	0.539	1
COC(=O)c1cc(NC(=O)Cc2coc3cc(OC)ccc23)cc(C(=O)OC)c1	6.9	-9.3	0.936	-1.1	5.4	-1.1	-0.119	-0.38	0.9
O=C(CC(SCCO)c1ccc2c(c1)OCO2)c1ccco1 (configuration not stated)	-0.3	-9.7	0.561	0.3	2.9	6.9	0.807	-0.181	0.8
c1ccc2c(c1)CNc1ccccc1C2	-5.8	3.9	-1.66	0.3	-2.2	6.1	0.393	-0.391	0.9
CN(c1ccccc1C(=O)O)S(=O)(=O)c1ccc2c3c(cccc13)C(=O)N2	4.1	5.3	0.637	-1.4	-0.3	-2.7	0.0108	1.52	0.9
COCCNC(=O)c1ccc2c(c1)nc(C)n2-c1cccc(F)c1	1.7	-17.9	0.174	-0.1	15.5	-3.2	0.8	0.0335	0.9
Cc1cccn2c(=O)c3cc(C(=O)NC4CCS(=O)(=O)C4)sc3nc12 (configuration not stated)	7.3	-40.3	1.08	-0.1	7.3	-9.3	-0.259	0.215	1
CC1CCC(N2CCN(c3ncccn3)CC2)CC1 (configuration not stated)	0.9	-0.5	-2.27	-0.8	8.1	2.5	-1.3	-0.923	1
CCc1ccc(C(=O)Nc2nnn(CC)n2)cc1	0.0	-13.6	-4.5*	-0.8	-7.3	-8.3	-0.0377	-0.297	1
O=C(NC1CCCCC1)n1c(=O)oc2ccccc21	5.9	-0.6	0.0984	-0.6	4.7	1.1	-0.149	-14.6*	1
Cc1c(N=Cc2ccc[nH]2)c(=O)n(-c2ccccc2)n1C	-14.4	-29.6	0.427	-1.7	14.9	3.2	-0.684	-0.101	0.9
CSc1nc(C)cc(-n2ccc(=O)[nH]c2=O)n1	0.7	5.4	0.353	-0.7	23.8	-4.7	-0.244	1.05*	1
CCc1nnc(NC(=O)CCN2C(=O)c3ccccc3S2(=O)=O)s1	-3.4	1.7	-0.929	-0.1	8.1	10.2	-0.0758	1.28	0.9
CCOc1cc(N2CCOCC2)c(OCC)cc1NS(=O)(=O)c1ccc(Cl)s1	69.2*	0.0	-0.409	1.1	12.5	5.1	0.117	-1.08	1
O=S(=O)(c1ccccc1)c1cccc(S(=O)(=O)N2CCCCC2)c1	5.7	18.7	-0.131	-1.3	20.6	10.6	/	/	0.9
CCOC(=O)c1nnn(-c2nonc2NC(C)=O)c1C	-3.4	-52.7	0.111	-0.2	-0.1	6.6	-0.32	-0.898*	0.9
Cc1ccc(-n2sc3ccccc3c2=O)cc1S(=O)(=O)N1CCCCC1	12.5	4.5	/	-0.2	-1.5	-2.7	0.0317	0.0335	0.9
COCC(=O)Nc1sc2c(c1C(=O)OC)CCCC2	-7.2	-15.4	/	-0.5	-13.1	8.8	-0.194	1.08	0.9
COc1cc2c(cc1NC(=O)CCCN1C(=O)CCC1=O)oc1ccccc12	1.6	-5.6	-0.56	-1.0	4.6	2.5	0.508	0	0.9
CC(=O)OC1c2c(ccc3ccc(=O)oc23)OC(C)(C)C1OC(=O)CC(C)C (configuration not stated)	-3.7	-18.4	0.34	-0.5	0.0	6.7	-0.251	0.603	0.9
CCn1nc(C(=O)N2CCN(Cc3ccc4c(c3)OCO4)CC2)c2ccccc2c1=O	-5.5	3.3	0.0633	-0.6	8.2	9.3	1.74	-0.584	0.9
